High-throughput results as filed in PubChem BioAssay.
HepG2 viability: qHTS for Inhibitors of TGF-b: Cytotox Counterscreen | HepG2 CAGA-GFP viability, ATP luminescence, 18 h | Potency, µM (highest dose often 46.1 µM), for inactives: at the top dose activity change, negative = cytotoxicity, most hits filed as cytotoxic | actives 0.76% (n = 410,000) | AID 588856, 2011; note: potency is the fitted concentration of half-maximal effect; some results filed as inactive show a strong effect at the top dose
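HepG2 CAGA-GFP cells (1000/well, DMEM with 1% FBS) received compound, then TGF-beta at 500 pg/mL final, and were incubated 18 hours at 37 degrees C. Viability was read by CellTiter-Glo luminescence. Media-only wells were set as complete cell-killing and DMSO as no toxicity.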
TGFb SMAD3 inh: qHTS for Inhibitors of TGF-b; Potency, µM (highest dose often 46.1 µM), without a hit: at the top dose activity, negative = inhibition, actives largely listed as inhibitors; AID 588855, 2011; HepG2 CAGA-GFP TGF-b/SMAD3 reporter, GFP fluorescence, 18 h; TGF-beta stimulated, 500 pg/mL final; actives 1.2% (n = 410,000); note: potency is the fitted concentration of half-maximal effect; % is set by controls: 0 for no effect and ±100 for the full control effect; nearly all actives have a fitted effect of over 65% in size
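HEPG2 CAGA-GFP, 1000 cells/well; 2 h settle, 37 C; cpd via pin tool; TGF-b 500 pg/mL final; 18 h, 37 C; GFP imaging ex488/em500-530; %Activity normalised to -TGF-b and +DMSO controls; CRC fit, curve class.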
S2 tox: Viability Counterscreen for Primary qHTS for Inhibitors of ATXN expression; actives 0.49% (n = 400,000); S2 cells (HEK-293 line with an ATXN2-luciferase reporter) viability, CellTiter-Fluor protease fluorescence, 24 h; AID 651635, 2014; Potency, µM (titrated, usually from 56.7 µM), most hits filed as cytotoxic; note: potency is the fitted concentration of half-maximal effect; nearly all actives have a fitted effect of over 40% in size
IL2 activator: qHTS of IL-2 Activators | actives 0.065% (n = 360,000) | activation, % (series mostly up to about 46 µM) | AID 652025, 2013 | IL-2 activation reporter assay, cell-based qHTS; stimulated with anti-CD3/CD4/CD28 beads; in transgenic mouse T cells; in the data active = activation above about 50%; inconclusive = mostly about 30% to 49%; note: 0% is about no effect
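EGFP and DsRed fluorescence is measured by plate cytometry in unstimulated transgenic mouse T cells exposed to compound for 60 minutes, then stimulated 18 hours at 37 degrees C with anti-CD3/anti-CD4 beads plus anti-CD28.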
A549 tox: Nrf2 qHTS screen for inhibitors: counterscreen for cytotoxicity | A549 ARE-Fluc cells, CellTiter-Fluor viability, 18-24 h | Potency, µM (doses to about 46 µM), inactives show at the top dose activity change, negative = cytotoxicity, most hits filed as inhibitors | actives 0.16% (n = 390,000) | AID 504648, 2011; note: potency is the fitted concentration of half-maximal effect; % is set by controls: 0 for no effect and ±100 for the full control effect
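A549 ARE-Fluc cells in 5% FBS OPTI-MEM, 5000 cells/well, rested 2 h then exposed to compounds in concentration-response for 18-24 h at 37 °C. Viability by CellTiter-Fluor fluorescence (Ex 405/Em 525) after 30 min; luciferase luminescence (BugLite, 15 min, RT) read afterwards.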
Nrf2 block: Nrf2 qHTS screen for inhibitors | A549 ARE-Fluc reporter, luciferase luminescence, 18-24 h | Potency, µM (doses to about 46 µM), for the others: top-dose activity change, negative = inhibition, usual class: inhibitors | actives 2.1% (n = 360,000) | AID 504444, 2011; note: potency is the fitted concentration of half-maximal effect; % is set by controls: 0 for no effect and ±100 for the full control effect; nearly all actives have a fitted effect of over 60% in size
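Reporter: ARE-Fluc in A549. Exposure: 18-24 h, 37 °C, 5% CO2, 5% FBS OPTI-MEM. Readouts: fluorescent cytotoxicity (CellTiter-Fluor), then luminescent Nrf2 signal after BugLite.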
ATXN2 expr inh: Primary qHTS for Inhibitors of ATXN expression; HEK-293 ATXN2-luciferase reporter, luminescence, 24 h; AID 1745845, 2022; Potency, µM (top dose mostly 57 µM), inactives show at the top dose activity change, negative = inhibition, most hits filed as inhibitors; actives 0.72% (n = 360,000); note: potency is the fitted concentration of half-maximal effect; % is set by controls: 0 for no effect and ±100 for the full control effect; nearly all actives have a fitted effect of over 55% in size
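qHTS (up to 57 uM final) was run with 24 h compound exposure of reporter cells at 37 °C. Each well was multiplexed: SteadyGlo luminescence measured ATXN2-luciferase expression after a fluorogenic Gly-Phe-AFC viability readout (25 uM final).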
Nrf2 ARE act: qHTS of Nrf2 Activators. AREc32 ARE-luciferase reporter (MCF7-derived line), luminescence, 24 h. Potency, µM (titrated, usually from 46.1 µM), inactives show at the top dose activation, most hits filed as activators. actives 0.31% (n = 410,000); note: potency is the fitted concentration of half-maximal effect; % of control where 0% means no effect; nearly all actives have a fitted effect of over 65% in size
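Reporter line AREc32 (ARE-Fluc), seeded overnight in OPTI-MEM with 5% FBS; compound pin-transferred, 24 hr at 37 deg C, 5% CO2; luminescent read-out.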
EPAC2 ag: qHTS for Agonist of cAMP-regulated guanine nucleotide exchange factor 4 (EPAC2): primary screen; actives 0.079% (n = 360,000); AID 720711, 2013; Rap guanine nucleotide exchange factor 4 (Homo sapiens), Q8WZA2; EPAC2 activation, biochemical qHTS; response scale: 100% = 6.5 mM cAMP response; Potency, µM (highest dose often 154 µM), without a hit: at the top dose activation, most hits filed as activators; note: potency is the fitted concentration of half-maximal effect; nearly all actives have a fitted effect of over 50% in size
Target sequence (Q8WZA2 whole entry, looked up): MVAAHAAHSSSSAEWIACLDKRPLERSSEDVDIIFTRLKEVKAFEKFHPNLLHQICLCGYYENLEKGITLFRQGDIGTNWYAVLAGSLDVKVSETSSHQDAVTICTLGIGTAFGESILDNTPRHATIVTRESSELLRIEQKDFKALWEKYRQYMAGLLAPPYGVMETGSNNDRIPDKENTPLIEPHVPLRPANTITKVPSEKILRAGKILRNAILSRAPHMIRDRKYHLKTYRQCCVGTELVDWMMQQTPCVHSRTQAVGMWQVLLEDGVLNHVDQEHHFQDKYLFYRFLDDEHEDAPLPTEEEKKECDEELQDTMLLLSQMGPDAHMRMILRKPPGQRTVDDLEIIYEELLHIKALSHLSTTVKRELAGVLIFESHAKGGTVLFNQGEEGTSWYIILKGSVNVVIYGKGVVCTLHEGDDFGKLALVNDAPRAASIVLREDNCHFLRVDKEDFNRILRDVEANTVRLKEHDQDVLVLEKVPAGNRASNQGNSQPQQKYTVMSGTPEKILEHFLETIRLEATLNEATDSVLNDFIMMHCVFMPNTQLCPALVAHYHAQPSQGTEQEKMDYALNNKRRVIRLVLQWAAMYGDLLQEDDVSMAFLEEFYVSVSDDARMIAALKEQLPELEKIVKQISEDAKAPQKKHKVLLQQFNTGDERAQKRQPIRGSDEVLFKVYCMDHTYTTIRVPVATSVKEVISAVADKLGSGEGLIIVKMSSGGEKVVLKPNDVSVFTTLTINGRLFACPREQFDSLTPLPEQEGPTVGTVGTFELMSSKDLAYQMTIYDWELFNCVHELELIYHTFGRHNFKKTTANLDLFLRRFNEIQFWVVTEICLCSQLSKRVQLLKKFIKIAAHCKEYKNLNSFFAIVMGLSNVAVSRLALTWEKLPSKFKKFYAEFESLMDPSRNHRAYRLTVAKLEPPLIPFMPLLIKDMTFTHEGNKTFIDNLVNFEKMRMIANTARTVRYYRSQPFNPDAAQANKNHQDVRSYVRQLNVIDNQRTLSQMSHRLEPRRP
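Compounds were titrated in qHTS against a Rap1B-BODIPY-GDP (250 nM) complex with EPAC2 (100 nM) and GDP (50 uM). BODIPY-GDP release tracked at 480/540 nm over 30 min at room temperature, normalized to 6.5 mM cAMP.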
* = called active by the depositor; i = inactive; ? = inconclusive; nt = no result given; & = joins results of further samples; [ ] = remark or other dose. Unless noted, calls come from the whole dose curve; as a rule, active = well fitted curve in the direction sought with a large enough effect; inconclusive = small, poorly fitted or top-dose-only effect, or another doubt; inactive = no such curve, though single readings can be large; an effect the other way counts as inactive or inconclusive.

Values run as follows: Nrf2 ARE act	EPAC2 ag	HepG2 viability	TGFb SMAD3 inh	A549 tox	IL2 activator	ATXN2 expr inh	Nrf2 block	S2 tox
- CCOC(=O)c1c(NC(=O)COc2ccc(Br)cc2)sc2c1CCCC2
 : 0.4%	nt	-4%	0%	-1%	nt	-3%	nt	i
- COC(=O)c1ccc(CN2CCC(Oc3cccc(C(=O)N4CCOCC4)c3)CC2)cc1
 : -0.2%	-1%	-5%	-23%	-4%	-1.1	-26%	?	i
- CCCN1C(=O)C(=O)N(CC(=O)c2cc(C)n(C3CC3)c2C)C1=O
 : -0.4%	8%	-6%	0%	1%	9.5	16%	21%	i
- O=C(c1cc[n+]([O-])cc1)N1CCc2c([nH]c3ccccc23)C1c1ccccc1Cl (configuration not stated)
 : 5.5%	2%	1%	5%	1%	1.3	9%	-12%	i
- CC(C)=CC(=O)OCC(=O)Nc1ccc(Cl)cc1
 : 3.9%	6%	-7%	-5%	3%	-2.3	6%	3%	i
- CCCOc1ccc(CC(=O)NCc2ccco2)cc1OC
 : 3.4%	4%	3%	-16%	4%	-0.6	20%	nt	i
- O=C(NCc1ccco1)C1Cc2ccccc2CN1S(=O)(=O)c1ccccc1F (configuration not stated)
 : ?	-11%	-2%	0%	-2%	-1.2	10%	9%	i
- COc1ccc(CN(C)CC(=O)c2c(N)n(Cc3ccccc3)c(=O)n(C)c2=O)c(OC)c1
 : -0.7%	-2%	-14%	-1%	7%	-2.2	-22%	6%	i
- CC(C)(C)c1ccc(C(=O)N/N=C/c2ccccn2)cc1
 : 0.5%	7%	-14%	?	?	-5.0	?	-26%	?
- C[C@H](NC(=O)c1nc[nH]c1C(=O)N[C@@H](Cc1ccccc1)C(=O)OC(C)(C)C)c1ccccc1
 : -2.6%	-12%	-66%	?	?	-4.1	?	?	?
- CS(=O)(=O)N(Cc1ccccc1)c1ccc(C(=O)Nc2ccc(Cl)cc2)cc1
 : -6.2%	nt	-103%	?	-7%	nt	?	-5%	32µM*
- Cc1cc(C)cc(-n2ncc3c2CCCC3NC(=O)CN2CCCCC2=O)c1 (configuration not stated)
 : -0.5%	8%	-13%	-9%	-1%	-0.3	6%	5%	i
- COc1ccc(NC(=O)c2ccco2)cc1NC(=O)C(C)Oc1ccc(Cl)cc1Cl (configuration not stated)
 : -2.6%	nt	9%	?	-22%	nt	?	?	i
- Cc1nnc(SC(C)C(=O)N2CCc3ccccc32)s1 (configuration not stated)
 : -0.2%	-1%	9%	9%	4%	1.9	4%	nt	i
- Cc1cccc(OCC(=O)NC(=S)Nc2ccccc2N2CCOCC2)c1
 : 2.3%[9.22 µM]	6%	-3%	-5%	14%	0.1	-14%	-9%	i
- CCC1CN(C(=O)N2CCC(C(=O)NCCc3ccc(OC)cc3OC)CC2)c2cc(C)ccc2O1 (configuration not stated)
 : -0.3%	nt	-22%	?	7%	nt	nt	-16%	nt
- CC(C)N1C(=O)c2ccccc2N(Cc2ccccc2)S1(=O)=O
 : -0.3%	13%	-16%	5%	2%	-0.1	nt	0%	i
- Cc1c(C(=O)N2CCCCCC2)c(S(=O)(=O)Nc2ccc(F)cc2)c(C)n1C
 : -1.2%	-5%	0%	8%	-3%	-3.5	1%	7%	i
- CCc1ccc(C(=O)c2cn(CC(=O)Nc3ccc4c(c3)OCO4)c3ccc(OC)cc3c2=O)cc1
 : 0.0%	nt	0%	5%	-3%	nt	0%	14%	?
- CC(NC(=O)c1ccc(Br)cc1Br)c1ccccc1 (configuration not stated)
 : -0.6%	9%	8%	4%	2%	-1.1	-4%	11%	i
- CC1=C(C)C(=O)N(c2ccc(C(=O)O)cc2)C1=O
 : -0.4%	-1%	-2%	-22%	-10%	0.4	4%	-25%	i
- CCCCN(C(=O)/C=C/c1ccccc1)C1CCS(=O)(=O)C1 (configuration not stated)
 : -0.7%	-4%	-1%	-2%	-3%	0.2	18%	-9%	i
- CCN(CC)C(=O)c1[nH]cnc1C(=O)N[C@@H](Cc1ccccc1)C(=O)OCc1ccccc1
 : -0.6%	5%	-25%	-6%	-5%	-0.4	4%	8%	i
- CCOc1ccc(NC(=S)Nc2ccc(OCC)cc2)cc1
 : -0.1%	2%	-21%	-16%	4%	-2.9	10%	10%	i
- COc1ccc(NC(=O)CSc2nc3nc(C)c(Cc4ccc(C)cc4)c(C)n3n2)cc1OC
 : 0.9%	nt	-23%	9%	2%	nt	3%	nt	i
- Cn1cc(S(=O)(=O)N2CCN(c3cccc(Cl)c3)CC2)c(=O)n(C)c1=O
 : 0.1%	7%	-10%	3%	-11%	2.5	-2%	-19%	i
- Cc1ccc(S(=O)(=O)N2CCCC(C(=O)NCC3COCCO3)C2)cc1 (configuration not stated)
 : 0.0%	5%	-3%	-1%	-13%	-0.4	4%	-4%	i
- CCc1cccc(NC(=O)CSCc2cc(=O)[nH][nH]2)c1
 : 0.1%	8%	-18%	-1%	5%	-3.8	3%	9%	i
- Cc1cc2oc(=O)cc(C)c2cc1NC(=O)CCC(=O)O
 : -0.7%	5%	5%	-11%	-4%	-2.3	0%	-9%	i
- COC(=O)C[C@H]1c2cc(F)ccc2S(=O)(=O)N1c1ccccc1
 : 2.2%	1%	2%&3%	-12%&-9%	7%	1.4	10%	2%	i
- CCOc1ccc(N2C(=O)C3C(c4ccc(OC)cc4OC)NC(CCSC)(C(=O)OC)C3C2=O)cc1 (configuration not stated)
 : 0.2%	3%	-2%	16%	-4%	-1.2	4%	-4%	?
- Cc1ccc(S(=O)(=O)Nc2ccc3nc(C)sc3c2)c(C)c1
 : 0.4%	4%	-6%	-13%	-12%	0.9	-35%	?	i
- CCOc1ccccc1C(=O)N(Cc1sccc1C)C1CCS(=O)(=O)C1 (configuration not stated)
 : -0.3%&1.1%	-2%	2%&-20%	6%	-4%&-8%	-0.1	4%	-9%&-1%	i
- Cc1cccc2sc(NC(=O)CN(C)S(=O)(=O)c3ccc(Br)s3)nc12
 : 4.3%	26%	-29%	?	?	0.0	-33%	nt	i
- C=CCn1c(SCc2nc3ccccc3[nH]2)nnc1-c1ccccn1
 : 0.0%	6%	-6%	16%	-5%	-2.1	5%	1%	i
- CC1(C)C(=O)Nc2ccccc2N1C(=O)COC(=O)Cc1ccccc1F
 : -0.2%	-3%	0%	-6%	3%	-0.5	3%	18%	i
- Cc1ccc(S(=O)(=O)N(C)C)cc1NC(=O)C(C)OC(=O)C1CCCC1 (configuration not stated)
 : -0.8%	1%	2%	4%	3%	-1.1	4%	15%	i
- CNC(=S)N1CCN(c2nc(-c3ccc(Cl)cc3)cs2)CC1
 : -0.2%	11%	-31%	?	-13%	-3.7	?	18µM*	i
- C/C=C(\C)C(=O)OC(C)(C)[C@@H]1Cc2cc3ccc(=O)oc3cc2O1
 : 11%	11%	-32%	6.3µM*	8%	0.1	-23%	-1%	i
- Cc1ccc(N=Nc2c(=O)[nH]n3c(=O)cc(C)[nH]c23)cc1
 : 2.3%	-6%	-18%	-6%	?	-0.1	7%	5%	?

Fetched one by one from the entries so far, two records:
Values run as follows: Nrf2 ARE act	EPAC2 ag	HepG2 viability	TGFb SMAD3 inh	A549 tox	IL2 activator	ATXN2 expr inh	Nrf2 block	S2 tox
- C/C=C(\C)C(=O)OC(C)(C)[C@@H]1Cc2cc3ccc(=O)oc3cc2O1
 : 11%	11%	-32%	6.3µM*	8%	0.1	-23%	-1%	i
- Cc1cccc2sc(NC(=O)CN(C)S(=O)(=O)c3ccc(Br)s3)nc12
 : 4.3%	26%	-29%	?	?	0.0	-33%	nt	i

Remaining list, next part.
Values run as follows: Nrf2 ARE act	EPAC2 ag	HepG2 viability	TGFb SMAD3 inh	A549 tox	IL2 activator	ATXN2 expr inh	Nrf2 block	S2 tox
- CCOc1ccc(-c2nnc(NC(=O)CCCOc3cccc(C)c3)o2)cc1
 : 0.1%	-3%	-23%	0%	-20%	0.0	-6%	?	?
- O=C(Nc1ccc(F)c(F)c1)c1ccco1
 : 10%	-1%	0%	-2%	-2%	-0.6	12%	22%	i
- CCOC(=O)/C(=N\Nc1ncnc2ccccc12)c1ccc(OC)cc1
 : 3.8%	1%	-23%	?	1%	-0.7	-12%	?	i
- Cc1ccc(N(C(=O)CNC(=O)c2ccco2)C(C(=O)NC2CCCC2)c2ccncc2)cc1C (configuration not stated)
 : 0.1%	13%	17%	13%	-2%	0.2	-7%	-1%	i
- COc1ccc(N2CCN(S(=O)(=O)c3cccc4cccnc34)CC2)cc1
 : 0.6%	10%	0%	-2%	-2%	2.6	0%	9%	i
- CC1CCCCN1C(=O)c1c([N+](=O)[O-])cnn1C (configuration not stated)
 : 0.3%	2%	0%	6%	11%	0.5	-2%	-3%	i
- Cc1cc(NC(=O)CSc2nnc(CNC(=O)c3ccc(C(C)(C)C)cc3)o2)no1
 : -0.1%	-4%	-23%	-16%	0%	-0.4	7%	-1%	i
- CC(=O)c1c(C)[nH]c(C(=O)Nc2cc(F)ccc2C)c1C
 : 6.3%	0%	-2%	-12%	0%	-0.2	17%	-6%	i
